# Assay outcomes from PubChem.
# GlmU inhibition: inhibition of mycobacterial GlmU enzyme – biochemical, glucosamine-1-phosphate acetyltransferase (AID 1376) | hit rate 0.25% among 220,000 | M. tuberculosis GlmU acetyltransferase enzyme assay; higher % means a stronger effect | inhibition, %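 (tested at 30 µM in the primary screen)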; hits with a dose series show IC50 in µM; in the data active = inhibition above about 13%;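 note: 0% = complete reaction with vehicle and 100% = reaction without substrate; strong numbers were not always called active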
# RmlCD inh 1536: M. tuberculosis RmlC/RmlD inhibition | inhibition, % at 3.6 µM | RmlC+RmlD coupled enzyme assay, percent inhibition; primary screen in compound mixtures | hit rate 0.03% among 160,000 | P9WH09+P9WH11 | AID 1533; in the data active = inhibition mostly above about 34%, no sharp cut-off; note: some results filed as inactive read as strong as hits
# Target sequence (P9WH09 whole entry, looked up): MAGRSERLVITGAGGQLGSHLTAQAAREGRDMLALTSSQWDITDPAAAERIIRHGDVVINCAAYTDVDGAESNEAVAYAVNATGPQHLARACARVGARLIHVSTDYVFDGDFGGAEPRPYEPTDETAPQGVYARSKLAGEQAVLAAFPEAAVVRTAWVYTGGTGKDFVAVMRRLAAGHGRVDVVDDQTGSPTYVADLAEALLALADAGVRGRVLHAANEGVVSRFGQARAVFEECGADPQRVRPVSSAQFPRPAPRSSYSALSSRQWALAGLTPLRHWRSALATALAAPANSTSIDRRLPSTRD
# Target sequence (P9WH11 whole entry, looked up): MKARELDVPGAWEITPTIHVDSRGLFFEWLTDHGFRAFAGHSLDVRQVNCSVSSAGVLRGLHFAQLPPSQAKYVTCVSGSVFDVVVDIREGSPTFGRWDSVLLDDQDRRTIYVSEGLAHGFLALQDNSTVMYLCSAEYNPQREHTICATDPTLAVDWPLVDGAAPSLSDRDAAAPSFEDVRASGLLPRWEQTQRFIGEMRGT
# The depositor's hits bear a star; · = not tested or not shown. An excerpt, so the mix of outcomes need not match the whole.
SMILES,GlmU inhibition,RmlCD inh 1536
Cc1ccccc1N1C(=O)C(Oc2ccc(Cl)cc2)C1CNC(C)(C)C (stereo unspecified),6.2%,-7.4
CC(C)Cn1c(=O)c(C(=O)NCc2ccccn2)c(O)c2ccccc21,4.2%,14.2
Cc1cc(Cl)ccc1Oc1ncnc2onc(C)c12,5.0%,-7.0
O=C(CSc1n[nH]c(=O)n1Cc1ccco1)Nc1ccccc1,1.8%,3.8
O=C(CSc1nnc(-c2cccnc2)s1)Nc1cccc(C(=O)O)c1,5.2%,·
COc1ccc(C2(CNC(=O)C(c3ccccc3)c3ccccc3)CCOCC2)cc1OC,7.3%,·
C=C(C)C(=O)N1CC2(CC(c3cccc(NC(=O)CC(c4ccccc4)c4ccccc4)c3)=NO2)C[C@H]1C(N)=O (stereo partly specified),-0.6%,8.9
CCC(CC)NC(=O)c1ccc2c(c1)OCCO2,-0.5%,0.2
O=C(Nc1ccc(Br)cc1F)c1ccc2c(c1)N(Cc1ccccc1)C(=O)CS2=O (stereo unspecified),1.9%,-7.1
O=C(CN1C(=O)c2cccc3cccc1c23)NCc1cccnc1,6.5%,-8.5
CCOC(=O)N1CCN(C(=O)C(CC(C)C)NS(=O)(=O)c2ccc3c(c2)oc(=O)n3C)CC1 (stereo unspecified),4.4%,2.2
CCCCC(=O)NS(=O)(=O)c1ccc(NS(C)(=O)=O)cc1,4.1%,8.4
CC(=O)c1c(C(C)=O)c(C)n(-c2nc(-c3ccc(C)c(C)c3)c(C)s2)c1C,1.2%,-9.6
c1ccc(CN2CCC(Nc3nc(-c4cccs4)nc4ccccc34)CC2)cc1,-1.2%,21.7
CCn1c(SCC(=O)c2cc(C)n(C)c2C)nnc1-c1ccccc1,5.4%,·
CCC(CC)NC(=O)Nc1ccccc1C,-2.8%,4.0
COC(=O)c1[nH]c2ccc(F)cc2c1NC(=O)Nc1ccc(OC)cc1,-3.6%,·
O=C1CC(Nc2ccc(N3CCOCC3)cc2)C(=O)N1c1cccc(C(F)(F)F)c1 (stereo unspecified),-2.0%,3.4
O=C(Nc1nc2ccccc2s1)C1c2ccccc2Oc2ccccc21,3.1%,-6.2
CC1=NN2C(=N)/C(=C\c3cc(C)n(-c4ccccc4)c3C)C(=O)N=C2S1,4.4%,7.7
CCOC(=O)c1cnc2nc(NCc3ccc(OCc4ccccc4)cc3)[nH]n2c1=O,0.0%,·
CC1(C)Cc2nc(Cl)c(C(=O)O)cc2CO1,-0.4%,·
COc1ccccc1-n1c(SCC(=O)NC2CCCCC2)nc2c(c1=O)SCC2,7.2%,-4.2
Cc1cc2c(c(=O)n1CCN(C)C)C(c1ccncc1)C(C#N)=C(N)O2 (stereo unspecified),-0.8%,-9.6
CCOc1ccccc1CNC(=O)c1ccc(Sc2ccc(Cl)cc2)c(NC(C)=O)c1,4.1%,-5.3
CCc1c(C)sc(NC(=O)c2cc(-c3cc(OC)ccc3OC)on2)c1C#N,3.7%,2.8
Cc1ccc(OC(=O)c2ccc(N3CCOCC3)c([N+](=O)[O-])c2)cc1,-5.8%,·
C(=N\n1cnnc1)/c1ccccn1,2.1%,·
CC(C)c1ccc(NC(=O)COC(=O)c2c[nH]c(=O)[nH]c2=O)cc1,-3.1%,10.9
O=C1CN(C(=O)/C=C/c2cccc(Cl)c2)c2ccccc2N1,-0.8%,12.1
Cc1ccc(SCC(=O)N2CCc3ccccc32)cc1,1.1%,·
CCn1c(=O)c2c(nc(SCc3ccccn3)n2C)n(C)c1=O,1.6%,3.4
CCOC(=O)Cc1csc(NC(=O)Cc2ccccc2[N+](=O)[O-])n1,-4.3%,2.7
Cc1ccccc1NC(=O)COC(=O)Cc1cccc(C(F)(F)F)c1,-0.9%,37.9
COC(=O)c1ccc(S(=O)(=O)N2CCN(C(c3ccccc3)c3ccccc3)CC2)n1C,-2.5%,-7.8
C=CCC1C=C(C)CC(CC=C)N1 (stereo unspecified),-3.2%,2.1
Cc1ccc(-c2cc(C(=O)Nc3cccnc3)[nH]n2)c(O)c1C,2.1%,2.1
O=C(CC(c1ccccc1)(c1ccccc1)c1ccccc1)N[C@@H](Cc1ccc(O)cc1)C(=O)O,1.7%,·
O=C(O)C1(c2cccc(Cl)c2)CCC1,3.9%,0.8
CCOC(=O)c1c(NC(=O)C2CCCO2)sc2c1CCC2 (stereo unspecified),-6.6%,11.3
O=C(c1cccc(F)c1)N1CCc2ccccc21,1.0%,·
COc1ccc(NC(=O)CSc2nccn2-c2ccccc2)c(OC)c1,2.2%,1.2
COc1ccc(C(=O)NC(Nc2ccc(C)cc2)C(Cl)(Cl)Cl)cc1 (stereo unspecified),-4.1%,-1.6
CCOC(=O)C[C@H]1c2cc(C(F)(F)F)ccc2S(=O)(=O)N1C(C)C,1.6%,·
CCN(CC)C(=O)CSc1nc2cc3c(cc2c(=O)n1Cc1ccco1)OCO3,-1.9%,-18.1
CCOC(=O)CNC(=S)N(CCCN1CCCCCC1)Cc1cccs1,-1.9%,·
O=C1c2ccccc2NC(c2c(Cl)cccc2Cl)N1Cc1ccccc1 (stereo unspecified),1.6%,·
O=[N+]([O-])c1cc(/C=N/O)ccc1Oc1cccc(Cl)c1,-7.4%,-9.9
Cc1cccc(-n2c(O)c(/C=N/N3CCOCC3)c(=O)[nH]c2=S)c1,-2.5%,8.6
CCN1C(=O)c2ccccc2S(=O)c2ccc(C(=O)N3CCCCCC3)cc21 (stereo unspecified),-0.5%,10.9

# Next part
SMILES,GlmU inhibition,RmlCD inh 1536
CC(C)OCCCNC(=O)C1CCC(CNS(=O)(=O)c2ccc(Cl)cc2)CC1 (stereo unspecified),3.5%,15.1
NC(=O)c1ccccc1OCC(=O)NC12CC3CC(CC(C3)C1)C2,5.4%,·
CCOC(=O)Cn1nc(-c2ccc(C)cc2)c2ccccc2c1=O,-1.9%,13.1
C=CCN(CC=C)C(=O)c1cc(Cl)ccc1[N+](=O)[O-],3.9%,-9.0
CC(C)N(C(=O)c1ccc2nc(-c3ccccc3)c(-c3ccccc3)nc2c1)C(C)C,-1.8%,·
Cc1cccc(NC(=S)Nc2ccc(Br)cc2)c1,-4.7%,8.7
CSc1sc(C)cc1C=O,-1.0%,·
CCN(CC)c1ccc(NC(=O)c2cc(Cl)ccc2OC)cc1,-8.6%,-6.6
CCN1CCN(CCCNc2ncnc3nc[nH]c23)CC1,-1.3%,8.3
COc1ccccc1/C=C/C=NC1C(=O)N(c2ccccc2)[N+](C)=C1C (stereo unspecified),-4.5%,3.6
Cc1cc(N2CCOCC2)nc(-c2ccccc2O)n1,0.1%,11.9
CC(CNS(=O)(=O)c1ccccc1)(c1ccccc1)N1CCOCC1 (stereo unspecified),5.4%,-3.4
CCc1cc[n+](-c2nc([O-])sc2C=O)cc1,-6.0%,·
COc1cccc(NC(=O)C(Sc2nnc(-c3ccncc3)n2-c2ccc(Cl)cc2)c2ccccc2)c1 (stereo unspecified),-9.0%,49.3
O=C(NCC1CCCO1)c1ccc2c(=O)n(Cc3ccc(Cl)cc3)c(=S)[nH]c2c1 (stereo unspecified),-4.2%,1.7
O=C(NC(=S)Nc1ccc(N2CCOCC2)cc1)c1ccco1,2.6%,2.0
CCCCNC(=O)C1CCN(c2nc(C)cc(C)n2)CC1,-3.6%,-2.5
Cc1ccccc1NC(=O)/C=C1\SC(=O)NC1=O,-0.2%,1.2
CCCn1c(=O)c(C(=O)OCC)c(O)c2cc(Br)ccc21,4.4%,10.8
O=C(O)COc1ccc(Br)cc1/C=C1/SC(=O)N(CC(=O)N2CCCC2)C1=O,-3.0%,·
COc1ccc(NC(=O)COC(=O)Cn2nnc3ccccc32)cc1,-8.2%,·
CC(C)Oc1ccc(CNC(=O)CC(c2ccccc2)c2cc(Cl)ccc2O)cc1 (stereo unspecified),-0.7%,6.9
Cc1ccc2nc(N(CCCN(C)C)C(=O)c3ccc(Br)s3)sc2c1,-11.2%,8.1
CC(NC(=O)OCc1ccccc1)C(=O)N1CC(O)CC1C(=O)O (stereo unspecified),-0.7%,0.1
COc1ccc(NS(=O)(=O)c2cccc3nonc23)c(OC)c1,3.3%,·
CCOc1ccc(C(C)=O)cc1COC(=O)c1cnc(Cl)c(Cl)c1,2.1%,7.7
c1ccc(-n2nnc3cnccc32)cc1,-0.1%,·
COc1ccc(SCCC(=O)NCc2ccncc2)cc1,-9.3%,65.1
Cc1ccc(OCc2nc(C#N)c(NCCCn3ccnc3)o2)cc1,2.1%,-7.0
Cc1nc(NC2=NCN(CCCN3CCOCC3)CN2)nc2c(C)cccc12,·,8.3

# Full records as entered above. Order of screens: GlmU inhibition	RmlCD inh 1536
# `Cc1ccc(OC(=O)c2ccc(N3CCOCC3)c([N+](=O)[O-])c2)cc1` as listed: -5.8%	·
# `CC(C)N(C(=O)c1ccc2nc(-c3ccccc3)c(-c3ccccc3)nc2c1)C(C)C` as listed: -1.8%	·
# `Cc1cc(N2CCOCC2)nc(-c2ccccc2O)n1` as listed: 0.1%	11.9
# `CCN(CC)c1ccc(NC(=O)c2cc(Cl)ccc2OC)cc1` as listed: -8.6%	-6.6
# `CC(C)OCCCNC(=O)C1CCC(CNS(=O)(=O)c2ccc(Cl)cc2)CC1` (stereo unspecified) as listed: 3.5%	15.1

# 4 records picked at random from those above:
SMILES,GlmU inhibition,RmlCD inh 1536
O=C1CC(Nc2ccc(N3CCOCC3)cc2)C(=O)N1c1cccc(C(F)(F)F)c1 (stereo unspecified),-2.0%,3.4
CCOC(=O)N1CCN(C(=O)C(CC(C)C)NS(=O)(=O)c2ccc3c(c2)oc(=O)n3C)CC1 (stereo unspecified),4.4%,2.2
O=C(CC(c1ccccc1)(c1ccccc1)c1ccccc1)N[C@@H](Cc1ccc(O)cc1)C(=O)O,1.7%,·
CCOc1ccccc1CNC(=O)c1ccc(Sc2ccc(Cl)cc2)c(NC(C)=O)c1,4.1%,-5.3

# Next section:
SMILES,GlmU inhibition,RmlCD inh 1536
Cc1cccc(-n2c(C)nc3ccccc3c2=O)c1C,-2.7%,3.8
CCOC(=O)NC1(C(F)(F)F)NC(=O)N(Cc2ccco2)C1=O (stereo unspecified),6.9%,·
COc1ccc(C(=O)NCC23C=CC(O2)C2C(=O)N(Cc4ccccc4)C(=O)C23)cc1 (stereo unspecified),1.5%,·
COc1ccc(C(=O)Nc2cccc([N+](=O)[O-])c2)cc1Br,1.5%,·
CC1CCCC(NC(=O)C2CCN(S(=O)(=O)N3CCOCC3)CC2)C1C (stereo unspecified),-1.9%,-1.4
COc1ccc(C2=NN(c3nc4ccccc4s3)C(=O)C2)cc1,-1.7%,13.8
O=C1OC(c2ccco2)=N/C1=C\c1ccc(-c2cccc(C(F)(F)F)c2)o1,1.9%,-7.2
COCCN1C(=O)N[C@@H](CCc2ccccc2)[C@H](C(=O)OC)[C@H]1C,-4.8%,·
Cc1ccc(NC(=O)CSc2nc3ccccc3c(=O)n2CCCC(=O)NCCCN2CCOCC2)cc1,-2.4%,8.9
O=C(CSc1nnnn1-c1ccc(O)cc1)c1ccc(F)cc1,-2.4%,-7.9
CCOC(=O)c1c(C)sc(Sc2ccc(Cl)cc2[N+](=O)[O-])c1OC,-4.2%,-6.6
Cc1[nH]c(=O)c(C#N)c(C)c1[N+](=O)[O-],-2.5%,16.5
COc1ccccc1-n1c(SCC(=O)Nc2ccc(C)cc2)nc(O)cc1=O,0.8%,-7.2
C=CCn1c(SCC(=O)NC2CCS(=O)(=O)C2)nc2scc(C3CC3)c2c1=O (stereo unspecified),2.5%,13.5
COCCNC(=O)C(=O)NCCN1CCOCC1,1.5%,·
C(=N\Nc1ccccn1)/c1ccc2c(c1)OCCO2,-3.9%,-10.1
COc1ccc(C)cc1NC(=O)c1cc2cc3ccc(C)cc3nc2o1,-0.1%,2.1
CCc1nnc(NS(=O)(=O)c2ccc(NC(=O)OC)cc2)s1,3.5%,18.1
CC(=O)c1cn(Cc2ccc(C#N)cc2)c2ccccc12,7.5%,-8.0
CN(C(=O)Cc1c(C(=O)O)n(C)c2ccccc12)c1ccc(F)cc1,3.7%,·
COc1cccc(C2CC(c3cccs3)=NN2C(=S)Nc2ccccc2)c1OC (stereo unspecified),3.1%,1.5
CC1(c2ccccc2Cl)NC(=O)N(CC(=O)NC(=O)NCc2ccco2)C1=O (stereo unspecified),7.7%,-6.7
COc1ccc(/C=C2/SC(=O)N(CCNC(=O)C3COc4ccccc4O3)C2=O)cc1 (stereo unspecified),-2.7%,-5.6
CCOCc1nnc(NC(=O)c2cccc(OC)c2)s1,2.2%,8.0
COc1cccc(NC=C2C(=O)OC(C)(C)OC2=O)c1,-0.7%,-10.6
c1ccc2c(c1)CCCC2C1=NCCN1 (stereo unspecified),-2.9%,·
CCOC(=O)N/N=C/c1ccc(OCCSc2ccc(Cl)cc2)c(OC)c1,1.5%,-5.4
O=C(CN1N=C(c2ccc(Cl)cc2)CCC1=O)NCc1cccs1,-1.8%,3.9
CS(=O)(=O)N1CCN(c2ccccc2NC(=O)c2cc(Br)ccc2Cl)CC1,-1.6%,·
O=C1C2C3C=CC(C3)C2C(=O)N1CCN1CCN(S(=O)(=O)c2ccc3ccccc3c2)CC1 (stereo unspecified),-3.8%,3.6
Cc1ccc(N2CCN(C(=O)N3CCCC3)CC2)cc1C,-2.0%,-2.0
CCCn1ncc(CN2CCN(Cc3ccsc3)C(CCO)C2)c1C (stereo unspecified),4.6%,3.6
CN(CCc1ccccn1)C(=O)Nc1ccc(C(C)(C)C)cc1,3.9%,10.8
Clc1ccccc1-c1nnc(-c2ccc3c(c2)OCO3)o1,2.9%,0.4
Cc1cc2c(c(=O)n1Cc1ccco1)C(c1ccccc1)C(C#N)=C(N)O2 (stereo unspecified),-0.6%,-5.7

# Entries from the list above that have a tert-butyl group, in the order listed:
SMILES,GlmU inhibition,RmlCD inh 1536
Cc1ccccc1N1C(=O)C(Oc2ccc(Cl)cc2)C1CNC(C)(C)C (stereo unspecified),6.2%,-7.4
CN(CCc1ccccn1)C(=O)Nc1ccc(C(C)(C)C)cc1,3.9%,10.8
